# Screens deposited in PubChem BioAssay by Sanford-Burnham Center for Chemical Genomics.
# XBP1 UPR activ: activators of adaptive arm of unfolded protein response (XBP1); CHO-XBP1 luciferase reporter, IRE1-XBP1 UPR activation, luminescence; percent of tunicamycin response, DMSO as zero; AID 463104; 330,000 tested, 0.33% active; activation, % at 20 µM;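 active means versus positive control, 20 µM dose yields 30% or more activation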;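 further: 100% = tunicamycin at 10 µg/mL and 0% = DMSO only wells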
#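 Material – CHO cell line with stable XBP1 luciferase reporter · Buffer or medium – F12 plus 10% FBS · Compound – single point, 20 µM final compound, 1% DMSO · Schedule – 16-18 h cell attachment at 37 °C, then 6 h compound exposure · Signal – Steady-Glo luminescence read · Benchmarks – high control tunicamycin 10 µg/mL final, low control DMSO vehicle only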
# Jurkat NFkB inh: inhibitors of the PMA/ionomycin-induced NF-kB reporter in Jurkat cells; 330,000 tested, 0.53% active; AID 435003; inhibition, % at 4 µM; PMA/ionomycin-induced NF-kB luciferase reporter, luminescence; in the data active means inhibition above about 50%
# Mdm2 MdmX PPI: inhibitors of human Mdm2/MdmX interaction | 330,000 tested, 3% active | SaOS-2 split-luciferase Mdm2/MdmX complementation, luminescence | inhibition, % at 8 µM | O15151+Q00987 | AID 485346;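 active means inhibition of at least 50% at 8 µM in the primary screen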
# CCR6 antagonist: blocks CCL20-driven beta-arrestin recruitment at human CCR6; P51684; CHO-K1 CCR6 PathHunter beta-arrestin, luminescence, CCL20-stimulated; inhibition, % at 20 µM; 340,000 tested, 0.49% active; AID 493098;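 active means compounds whose inhibition of the agonist-driven luminescence signal at 20 µM reaches about 50%, limit read from the data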;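 further: cells stimulated with CCL20 at 14 nM final; plate controls were DMSO with CCL20 for no effect and DMSO without agonist for full effect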
# Target sequence (P51684 whole entry, looked up): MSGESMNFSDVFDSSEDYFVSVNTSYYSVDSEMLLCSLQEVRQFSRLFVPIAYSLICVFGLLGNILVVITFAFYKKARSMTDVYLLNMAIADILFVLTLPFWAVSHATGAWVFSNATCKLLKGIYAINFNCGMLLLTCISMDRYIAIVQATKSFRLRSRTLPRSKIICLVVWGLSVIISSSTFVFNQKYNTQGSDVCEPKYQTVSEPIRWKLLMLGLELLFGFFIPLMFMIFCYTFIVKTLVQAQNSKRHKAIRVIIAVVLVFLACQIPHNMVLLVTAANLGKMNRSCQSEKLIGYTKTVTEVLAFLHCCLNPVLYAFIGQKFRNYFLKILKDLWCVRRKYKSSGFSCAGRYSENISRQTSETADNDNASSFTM
# EBI2 antag: blocks human EBI2 receptor beta-arrestin signaling; P32249; EBI2 beta-arrestin recruitment, luminescence, 7a,25-OHC stimulated; inhibition, % at 5 µM; 360,000 tested, 0.81% active; AID 651636; in the data active means inhibition above about 38%;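 further: enzyme fragment complementation signal reports receptor beta-arrestin coupling in cells; 0% = agonist plus DMSO wells and 100% = wells without agonist; some results beyond the cut were filed as inactive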
# Target sequence (P32249 whole entry, looked up, the tested form may be a part): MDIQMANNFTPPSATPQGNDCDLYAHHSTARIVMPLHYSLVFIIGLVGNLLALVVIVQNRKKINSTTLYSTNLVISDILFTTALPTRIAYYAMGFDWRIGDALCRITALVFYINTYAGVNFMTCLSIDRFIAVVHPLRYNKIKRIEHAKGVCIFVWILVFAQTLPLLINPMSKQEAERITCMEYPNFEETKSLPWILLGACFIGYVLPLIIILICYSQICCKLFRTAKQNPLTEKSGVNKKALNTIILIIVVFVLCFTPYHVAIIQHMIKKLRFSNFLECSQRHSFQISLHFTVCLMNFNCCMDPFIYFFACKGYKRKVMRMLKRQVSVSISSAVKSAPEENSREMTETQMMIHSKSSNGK
# Gli-Sufu block: Gli-Sufu pathway antagonism | Sufu-KO-LIGHT fibroblasts, Gli luciferase reporter luminescence | inhibition, % at 5 µM | 340,000 tested, 0.74% active | AID 588413;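 active means inhibition above about 55%, limit read from the data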;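 further: 0% = DMSO-treated cells and 100% = wells with medium but no cells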
# CXCR6 inh: inhibitors of human CXCR6 receptor. O00574. CHO-K1 PathHunter CXCR6 beta-arrestin, luminescence. inhibition, % at 20 µM. 360,000 tested, 0.36% active. AID 602244; in the data active means inhibition above about 34%, passing the limit was not always enough;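 further: antagonist mode with CXCL16 agonist at 10 nM final; 0% = 10 nM CXCL16 with DMSO and 100% = unstimulated wells without agonist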
# 697 NFkB inh: inhibitors of the PMA/ionomycin-induced NF-kB reporter in 697 B cells | 697 B-cell NF-kB luciferase reporter, 16 h | inhibition, % at 4 µM | 330,000 tested, 0.33% active | AID 435022; in the data active means inhibition above about 35%
# UPR CHOP act: activators of apoptotic arm of unfolded protein response (CHOP). activation, % at 10 µM. CHO-CHOP luciferase reporter, UPR activation, luminescence; percent of tunicamycin response over DMSO baseline. AID 449763. 330,000 tested, 0.34% active;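 active means at 10 µM dose, activation of 40% or more, normalized to positive control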;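 further: 100% = tunicamycin at 10 µg/mL and 0% = DMSO alone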
#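 System: CHO-CHOP luciferase reporter cell line | Buffer or medium: F12 medium containing 10% fetal bovine serum | Doses: One dose, 10 µM in 0.5% DMSO | Times: 6 h compound exposure at 37 °C after overnight seeding | Signal: Luciferase luminescence | Read-out: % activation vs tunicamycin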
# Active calls of the source: *; / = not tested or not shown.
SMILES,XBP1 UPR activ,Jurkat NFkB inh,Mdm2 MdmX PPI,CCR6 antagonist,EBI2 antag,Gli-Sufu block,CXCR6 inh,697 NFkB inh,UPR CHOP act
Cc1c(C(=O)/C=C/N(C)C)nnn1-c1ccc(Cl)cc1Cl,0.7,-19.7,27.1,-11.6,1.3,-34.8,1.2,-7.8,2.9
Cc1cc(C)c(S(=O)(=O)n2c([N+](=O)[O-])cnc2C)c(C)c1,-0.8,18.3,7.1,-32.0,-16.6,-7.0,-7.8,17.2,-0.5
CCOC(=O)Cc1csc(NC(=S)NC(=O)CC(C)C)n1,1.4,9.5,7.7,30.2,3.6,2.9,13.5,4.2,-0.9
COc1ccc(N(C)S(=O)(=O)c2cccc(C(=O)N3CCN(c4cccc(C)c4C)CC3)c2)cc1,/,/,/,3.3,9.5,6.6,-13.2,/,/
CCOC(=O)C1=C(C)Nc2ccccc2N=C1NC(=O)c1cc(C)on1,-2.9,-9.5,8.0,5.6,0.0,4.0,-0.8,29.0,-2.0
COc1ccc(N(C(=O)Nc2ccc(Cl)cc2)C2=NCCC2)cc1,4.5,8.8,-4.5,7.6,7.5,-27.0,3.7,-9.9,1.8
O=C(Nc1ccccc1F)c1ccc2nc(N3C(=O)CCC3=O)sc2c1,4.8,-23.7,-27.6,11.5,-7.2,-26.1,6.6,-38.7,4.4
CCCN(CCC)S(=O)(=O)c1ccc(C(=O)NNC(=O)c2cc(OC)c(OC)c(OC)c2)cc1,0.6,7.3,-7.8,1.9,-9.8,5.7,-0.6,9.9,-1.9
COc1ccc(/C=N/Nc2ccc(C(=O)O)cc2)cc1OC,-7.4,-92.6,-12.7,12.6,-9.7,-37.1,-3.9,-197.8,-4.1
CC(=O)OCC1(C)CN(c2ccccc2)NC1=O (stereo not drawn),11.5,5.6,15.7,7.2,0.9,-2.2,-13.2,21.7,0.1
O=C(O)C1C2CCC(O2)C1C(=O)NCc1ccc(Cl)cc1 (stereo not drawn),0.1,5.5,12.8,4.5,-4.7,0.1,-3.5,17.3,6.8
O=C(CC1Nc2ccccc2NC1=O)NC1CCCCC1 (stereo not drawn),-2.2,-8.8,2.1,-10.6,-11.6,9.4,0.0,16.9,0.2

# Next section, overlapping the part above by 3 compounds.
SMILES,XBP1 UPR activ,Jurkat NFkB inh,Mdm2 MdmX PPI,CCR6 antagonist,EBI2 antag,Gli-Sufu block,CXCR6 inh,697 NFkB inh,UPR CHOP act
CC(=O)OCC1(C)CN(c2ccccc2)NC1=O (stereo not drawn),11.5,5.6,15.7,7.2,0.9,-2.2,-13.2,21.7,0.1
O=C(O)C1C2CCC(O2)C1C(=O)NCc1ccc(Cl)cc1 (stereo not drawn),0.1,5.5,12.8,4.5,-4.7,0.1,-3.5,17.3,6.8
O=C(CC1Nc2ccccc2NC1=O)NC1CCCCC1 (stereo not drawn),-2.2,-8.8,2.1,-10.6,-11.6,9.4,0.0,16.9,0.2
Cc1cc(C)c(NC(=O)CS(=O)CC(=O)N2CCN(c3ccc(F)cc3)CC2)c(C)c1 (stereo not drawn),1.2,0.0,-2.5,3.1,-12.8,-4.7,2.8,20.3,-0.2
CN(C)/C=C1/Sc2ccccc2C1=O,-1.4,-7.7,-2.1,-1.3,-3.9,0.0,-0.9,-20.8,2.2
NC(=O)CCn1nc(-c2ccc(Cl)cc2)c2ccccc2c1=O,-0.8,-6.9,1.7,4.7,4.4,-9.5,8.0,4.7,-1.6
CCC1=NN2C(=N)/C(=C\c3cccn3-c3c(C)cccc3C)C(=O)N=C2S1,-3.3,-3.4,20.0,12.6,-0.1,-3.6,5.0,4.5,-1.1
O=C(NCCC1=CCCCC1)C1CCN(c2nnc(-n3cccc3)s2)CC1,-5.0,4.8,11.0,0.4,10.2,0.5,4.5,5.6,0.6
CCn1nc(NC(=O)c2ccco2)c2cc3cc(C)ccc3nc21,-1.1,-11.5,-8.1,8.4,-28.8,-4.7,-0.2,-22.1,1.6
O=C(NCC1(c2ccccc2)CCCC1)c1ccc(Br)o1,-1.7,-1.5,-3.8,7.0,9.1,/,-0.8,-5.9,-0.4
CC(=O)c1cccc(NC(=O)N2CCCC2C(=O)NCc2ccccc2)c1 (stereo not drawn),-1.4,-7.1,-4.8,8.5,-0.6,-4.4,-5.0,-4.1,6.7
CCOc1ccc2nc(Nc3nc(CSc4nnnn4-c4ccccc4)cc(=O)[nH]3)nc(C)c2c1,-1.7,32.9,75.1*,-3.2,7.7,15.6,8.8,-11.1,1.2
CC(C)(C)c1ccc(C(=O)c2c[nH]c(C(=O)O)c2)cc1,-2.0,3.8,-80.1,11.3,-19.5,35.5,-3.9,-79.0,1.2
Cc1[nH]c2ccccc2c1SCCN,-0.7,4.0,-13.8,12.6,-3.7,0.5,-2.0,4.9,-0.1
CCOCCCNC(=O)C(NC(=O)Cc1c[nH]c2ccccc12)c1ccc(OC)cc1 (stereo not drawn),-0.8,8.9,30.7,-13.3,-9.8,-22.6,-5.7,6.1,-0.3

# Just Mdm2 MdmX PPI and CCR6 antagonist, for four of the compounds above:
mol,Mdm2 MdmX PPI,CCR6 antagonist
CCOc1ccc2nc(Nc3nc(CSc4nnnn4-c4ccccc4)cc(=O)[nH]3)nc(C)c2c1,75.1*,-3.2
CC(C)(C)c1ccc(C(=O)c2c[nH]c(C(=O)O)c2)cc1,-80.1,11.3
Cc1[nH]c2ccccc2c1SCCN,-13.8,12.6
CCOCCCNC(=O)C(NC(=O)Cc1c[nH]c2ccccc12)c1ccc(OC)cc1 (stereo not drawn),30.7,-13.3

# Following part
SMILES,XBP1 UPR activ,Jurkat NFkB inh,Mdm2 MdmX PPI,CCR6 antagonist,EBI2 antag,Gli-Sufu block,CXCR6 inh,697 NFkB inh,UPR CHOP act
CC(C)C(NC(=O)C1CCC(C(C)(C)C)CC1)C(=O)NCc1cccnc1 (stereo not drawn),-1.0,2.3,11.1,-1.2,-3.5,3.0,0.0,-0.6,-0.5
O=C(OCC(=O)N1CCN(C(=O)c2ccco2)CC1)c1ccccc1O,0.2,11.1,17.4,2.5,-2.4,-12.8,1.2,4.7,0.1
O=c1cc(O)c(-c2ccccc2Cl)c(Cl)[nH]1,-1.9,-3.0,-35.3,-24.2,-4.5,0.7,0.6,2.4,0.8
Cc1cc(C)nc(SCC(CSc2nc(C)cc(C)n2)C(=O)O)n1,-0.7,0.0,3.7,-16.0,-28.0,-1.9,-2.9,3.2,0.3
Cn1c(SC/C=C/c2ccccc2)nnc1-c1cccs1,-1.0,9.5,11.0,2.4,11.8,-2.6,4.9,6.4,-0.9
CCOC(=O)C(=O)N/N=C/c1cccc(Br)c1,-1.5,1.3,15.8,-6.0,-2.5,1.6,-3.6,12.3,-1.6
CCN(C(=O)CSc1ncccc1C(=O)Oc1cccc([N+](=O)[O-])c1)c1cccc(C)c1,-2.0,-3.0,20.0,29.9,22.2,1.2,23.4,22.3,-1.2
C/C(=N\NC(=O)C1CCCC1)c1ccc(Cl)cc1Cl,-0.2,-21.5,21.5,6.0,-2.7,-2.6,2.8,-6.8,-1.0
NC(=O)c1nc(C2CCCCC2)nc2c1[nH]c(=O)n2-c1ccc(F)cc1,3.8,0.7,2.2,-3.0,-0.5,2.1,-11.2,-22.9,-0.1
Cc1ccc(S(=O)(=O)Nc2ccc(S(=O)(=O)Nc3nccs3)cc2)cc1C,-3.5,-2.3,-7.9,9.2,-1.7,-5.4,8.2,-10.4,0.2
COCC1CCCN(Cc2cn[nH]c2-c2cc3ccccc3o2)C1 (stereo not drawn),-2.1,-3.3,-0.5,7.3,1.4,0.9,6.3,10.8,1.6
CC(C)(C)NC(=O)CSc1nnc(C2CC2)n1Cc1ccccc1,1.1,-36.1,-28.1,0.4,-3.3,-15.6,-1.7,-70.6,0.9

# 3 structures out of the list, ordered by molar mass, largest number first.
SMILES,XBP1 UPR activ,Jurkat NFkB inh,Mdm2 MdmX PPI,CCR6 antagonist,EBI2 antag,Gli-Sufu block,CXCR6 inh,697 NFkB inh,UPR CHOP act
Cc1ccc(S(=O)(=O)Nc2ccc(S(=O)(=O)Nc3nccs3)cc2)cc1C,-3.5,-2.3,-7.9,9.2,-1.7,-5.4,8.2,-10.4,0.2
CC(C)(C)NC(=O)CSc1nnc(C2CC2)n1Cc1ccccc1,1.1,-36.1,-28.1,0.4,-3.3,-15.6,-1.7,-70.6,0.9
Cn1c(SC/C=C/c2ccccc2)nnc1-c1cccs1,-1.0,9.5,11.0,2.4,11.8,-2.6,4.9,6.4,-0.9

# More records follow:
SMILES,XBP1 UPR activ,Jurkat NFkB inh,Mdm2 MdmX PPI,CCR6 antagonist,EBI2 antag,Gli-Sufu block,CXCR6 inh,697 NFkB inh,UPR CHOP act
COc1cc(-n2c(-c3ccccc3)n[nH]c2=S)c(OC)cc1Cl,0.8,-16.0,-23.4,11.4,-9.3,3.0,2.0,0.3,-0.2
COc1cccc(-n2nnnc2SCC(=O)NCCc2ccc(OC)c(OC)c2)c1,-3.9,-6.3,-6.1,9.5,-9.8,-2.5,1.0,4.5,-0.9
S=C(Nc1ccccc1)N1CCn2c(nc3ccccc32)C1,-1.9,-4.8,27.3,-5.5,16.6,12.4,-0.3,-10.8,-0.6
COc1ccc(C2=CC(=O)CC(C)(C)C2)cc1,5.2,-7.1,-27.9,-9.1,-5.4,-17.2,2.0,-2.3,4.1
O=C(CCCn1c(=S)[nH]c2ccccc2c1=O)NC1CCCC1,1.9,1.8,1.6,1.9,-0.3,-6.3,1.7,8.1,0.6
CC(=O)Nc1ccc(N2CCCC(C)C2)c([N+](=O)[O-])c1 (stereo not drawn),2.6,7.1,15.5,21.2,2.6,5.1,7.1,8.6,-0.1
COc1ccc(N2CCN(C(=O)c3ccc(S(=O)(=O)NCc4ccco4)cc3)CC2)cc1,-1.8,17.3,-9.0,5.1,-18.0,-2.1,-2.2,-0.3,1.0
COc1cc([N+](=O)[O-])ccc1NC(=O)C[n+]1ccccc1,-1.1,8.1,-9.6,-0.3,-4.7,-4.4,-4.6,24.8,2.6
Cc1cc(C(=O)NC(CC(C)C)C(=O)O)cc(C)c1[N+](=O)[O-] (stereo not drawn),-0.2,-8.1,2.7,5.7,-8.7,-1.2,-6.2,2.3,-0.2
CCCCOc1ccc(S(=O)(=O)NCc2csc(C)n2)cc1,-5.4,18.5,13.6,-4.4,-10.4,10.9,-11.4,-50.3,0.2
O=C(NN1C(=O)C2C(c3ccccc3)C=CC(c3ccccc3)C2C1=O)c1cccc(Br)c1 (stereo not drawn),-0.1,-10.5,29.2,-0.8,5.2,-3.8,4.4,13.0,-0.6
O=C(CN1CCSC1=O)N1CCN(S(=O)(=O)c2ccccc2)CC1,-3.3,9.2,16.9,10.4,2.9,-13.3,3.2,4.5,-2.0
